Pyk2 oligo antag: antagonists of Pyk2 self-association, primary screen, Q293 cells, FERM NanoBiT luminescence, HTS; hits give low values; z-score (the deposit names both 25 µM and 10 µM); actives 0.83% (n = 99,000); AID 1347419, 2020;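 active = Z-score of -3 or lower, scaled per plate to the spread of control and sample wells; inactive = z-score above -3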;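 also: negative z-score means lost luminescence so less FERM oligomerization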
Rev-RRE block: HIV-1 Rev-RRE binding inhibitors, primary screen, biochemical, FRET, protein-RNA interaction | P05866 | Rev peptide-RRE RNA binding | inhibition, % at 8 µM | actives 0.79% (n = 97,000) | AID 704, 2007;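 active = inhibition above the screen-wide mean plus 3 SD, cut at about 35% in these data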;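 also: 0% = median DMSO wells and 100% = median Neomycin B control wells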
Target sequence (P05866 whole entry, looked up): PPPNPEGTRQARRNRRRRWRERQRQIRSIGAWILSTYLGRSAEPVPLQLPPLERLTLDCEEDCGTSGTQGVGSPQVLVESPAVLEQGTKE
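Probe or stimulus: fluorescein-Rev peptide as binding partner; assay system: Cy5-tagged RRE RNA duplex with fluorescein-tagged Rev peptide; timing: 5 min compound–RNA preincubation, then 15 min with peptide, 25 °C; medium: HEPES pH 7.5 buffer with KCl, MgCl2, NaCl and EDTA; signal: fluorescein-to-Cy5 FRET, 480 nm excitation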
F-actin modifier: modifiers of F-actin cytoskeleton organization, primary screen, imaging, HUVEC, phalloidin staining, high-content imaging | HUVEC TNFa F-actin phalloidin imaging | inhibition, % at 2 µM | actives 0.18% (n = 91,000) | AID 836, 2007;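 active = inhibition above the batch mean plus 3 SD and confirmed as a hit by visual image inspection, cut at about 30% in these data, passing the limit was not always enough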; also: strong numbers were not always called active
PTPN22 inh 2: PTPN22 phosphatase inhibitors, primary screen, biochemical, DiFMUP fluorescence, 2 µM | Tyrosine-protein phosphatase non-receptor type 22 (Homo sapiens), Q9Y2R2 | recombinant LYP catalytic domain | inhibition, % at 2 µM | actives 0.21% (n = 96,000);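 active = inhibition at 2 µM at or above a set limit, the screen mean plus 3 SD, cut at about 24% in these data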;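 also: 0% = DMSO with enzyme and 100% = enzyme fully blocked by orthovanadate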
Target sequence (Q9Y2R2 whole entry, looked up, the tested form may be a part): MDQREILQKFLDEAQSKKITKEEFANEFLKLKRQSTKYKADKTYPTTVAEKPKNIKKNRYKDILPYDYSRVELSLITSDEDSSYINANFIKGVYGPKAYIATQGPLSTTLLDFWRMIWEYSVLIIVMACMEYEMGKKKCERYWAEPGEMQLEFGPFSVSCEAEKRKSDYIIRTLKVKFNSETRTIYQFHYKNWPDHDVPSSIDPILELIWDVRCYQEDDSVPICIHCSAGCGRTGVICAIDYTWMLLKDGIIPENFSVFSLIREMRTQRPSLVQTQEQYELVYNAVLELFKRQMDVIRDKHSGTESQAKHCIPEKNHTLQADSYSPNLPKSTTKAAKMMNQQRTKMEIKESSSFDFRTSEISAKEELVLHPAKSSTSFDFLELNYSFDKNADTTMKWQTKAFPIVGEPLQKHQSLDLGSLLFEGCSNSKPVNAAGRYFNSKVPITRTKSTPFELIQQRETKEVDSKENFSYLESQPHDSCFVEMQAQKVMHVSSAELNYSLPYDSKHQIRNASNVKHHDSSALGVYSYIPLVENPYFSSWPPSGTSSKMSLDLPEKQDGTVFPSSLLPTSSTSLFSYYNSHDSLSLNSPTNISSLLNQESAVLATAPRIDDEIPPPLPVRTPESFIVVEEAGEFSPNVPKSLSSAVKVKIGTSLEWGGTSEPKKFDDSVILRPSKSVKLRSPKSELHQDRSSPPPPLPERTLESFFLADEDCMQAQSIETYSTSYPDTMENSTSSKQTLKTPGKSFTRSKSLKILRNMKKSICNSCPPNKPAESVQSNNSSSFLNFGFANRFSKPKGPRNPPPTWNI
PLK1 PBD inh: Plk1 polo box domain binding inhibitors, primary screen, biochemical, fluorescence polarization | inhibition, %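 (tested at about 20 µM)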 | AID 693, 2007 | actives 0.13% (n = 97,000) | Plk1 PBD phosphopeptide binding | Serine/threonine-protein kinase PLK1 (Homo sapiens), P53350; in the data active = inhibition above about 34%, passing the limit was not always enough
PTPN22 act: LYP phosphatase activators, primary screen, biochemical, DiFMUP fluorescence, 2 µM. recombinant LYP; 0 = plate median, 100 = signal doubled. actives 0.11% (n = 96,000). activation, % at 2 µM;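 active = activation at 2 µM above a set limit, the mean plus 5 SD, cut at about 37% in these data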
FAK inh: FAK kinase inhibitors, primary screen, biochemical; Focal adhesion kinase 1 (Homo sapiens), Q05397; inhibition, %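 (tested at 7 µM)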; actives 0.84% (n = 97,000); biochemical FAK kinase activity assay; in the data active = inhibition above about 19%;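 also: 0% = DMSO and 100% = reference compound high control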
PLK1 kinase inh: human PLK1 kinase inhibitors, primary screen, biochemical, TR-FRET | inhibition, % at 10 µM | AID 619, 2007 | recombinant PLK1 kinase, TR-FRET peptide phosphorylation | actives 0.53% (n = 97,000) | Serine/threonine-protein kinase PLK1 (Homo sapiens), P53350;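 active = inhibition of 50% or more in the single-concentration screen; inactive = inhibition below 50%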;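 also: 0% = DMSO max control and 100% = H-89 dihydrochloride min control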
EphB4 antag: EphB4-ephrin-B2 interaction antagonists, primary screen, biochemical, TNYL-RAW peptide probe, fluorescence polarization; EphB4 LBD / TNYL-RAW-Alexa532 peptide; actives 0.15% (n = 97,000); inhibition, % at 7 µM;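 active = inhibition above the screen-wide mean inhibition plus 3 SD, cut at about 15% in these data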;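 also: 0% = DMSO wells and 100% = excess unlabeled TNYL-RAW peptide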
Numbers without * were called inactive; i = inactive; · = no result given; [ ] = dose if it differs, or a comment.

SMILES	Pyk2 oligo antag	Rev-RRE block	F-actin modifier	PTPN22 inh 2	PLK1 PBD inh	PTPN22 act	FAK inh	PLK1 kinase inh	EphB4 antag
Fc1ccc(CSc2nnc(Cc3sc(-c4ccccc4)nc3-c3ccccc3)o2)cc1	-0.63	13	6	-2	-8	2	-1	21	-3
CC(C)C1Cc2c(sc3[nH]c(=S)n(Cc4ccccc4)c(=O)c23)CO1 (stereo not given)	-1.4	-1	15	4	12	-1	-3	4	-10
O=C(Nc1nc(=O)c2ccccc2s1)c1ccc(F)cc1	-0.27	8	2	1	0	-6	-3	-371	1
CCOC(=O)c1c(COC(=O)c2ccco2)nc2ccccc2[n+]1[O-]	0.4	3	-9	-19	-13	14	2	-8	-4
Cc1ccc(F)cc1NC(=O)c1cccc2nccnc12	-0.19	2	·	10	16	-6	5	-2	-1
Oc1ccccc1-c1nnc(COc2ccccc2)o1	·	5	-2	4	-34	-4	1	-9	0
O=C(Nc1ccc(Cl)cc1)C1CCCN(S(=O)(=O)c2cnc[nH]2)C1 (stereo not given)	·	3	-13	5	-14	-7	-7	-16	0
CCOc1ccccc1-n1c(SCC(N)=O)nnc1-c1ccc(O)cc1	0.79	7	6	-8	-13	8	1	-11	1
CC(C)(C)c1ccc(S(=O)(=O)CC(O)CSc2nc3c(cc2C#N)CCCC3)cc1 (stereo not given)	0.14	0	8	3	-4	-6	1	-10	0
CCSc1ncc(C#N)c(N)n1	-0.45	2	-6	6	2	-6	0	-5	-1
CCc1nnc(NC(=O)CSc2nnc(Cc3ccccc3)n2Cc2ccccc2)s1	-0.75	-2	-3	4	25	-7	-3	-13	-7
CCN(CC(=O)NC)S(=O)(=O)c1ccc(C)cc1	-0.15	5	4	1	6	-4	-3	-12	6
COc1cc(-c2nnc(COc3ccc4cc(Br)ccc4c3)o2)cc(OC)c1OC	-0.29	0	-12	0	9	-1	-11	-7	-6
CCOC(=O)c1[nH]c(C)c(C(=O)Nc2cccc(Cl)c2C)c1C	0.34	10	-26	6	0	-8	1	-13	-2
CN1C(=O)C(=C2CCCCCC2)SC1=S	0.42	6	5	-7	-17	6	1	-14	1
COc1cc(OC)c(OC)cc1NC(=O)CC1COc2ccccc2O1 (stereo not given)	0.58	2	10	3	8	-3	0	-5	-8
Cc1c(F)cccc1NC(=O)CSCC(=O)Nc1ccccc1	0.96	0	0	1	-15	-4	-1	-1	4
O=C1CN(C(=O)c2cnccn2)c2ccccc2N1	-0.45	6	5	7	5	-9	-2	-6	-9
c1ccc2c(c1)C(=NCC1CCCO1)NC2=NCC1CCCO1 (stereo not given)	-0.22	3	11	-4	16	1	-6	-9	4
CC(=O)c1cnn(-c2cc(Oc3cccc(C)c3)ncn2)c1C	0.33	7	-25	7	-1	-4	-1	-11	0
O=C(O)c1cc(-c2ccc(/C=N/Nc3ccc(Cl)cc3)o2)ccc1Cl	0.21	0	-8	5	2	-2	3	-12	-1
Cc1ccc(C)c(N/C(N)=N/c2nc(C)cc(C)n2)c1	0.35	11	1	8	-36	-3	-6	-7	2
COc1ccccc1-n1cnnc1SCC(=O)c1cc(C)n(Cc2cccs2)c1C	0.96	-2	-19	-14	4	11	6	-7	0
COc1ccc(OCCCC(=O)NC(C)c2ccccc2)cc1 (stereo not given)	0.26	1	-6	-3	-7	4	0	-9	-4
COc1ccc(NC(=O)CN(c2cccc(C(F)(F)F)c2)S(C)(=O)=O)cc1OC	0.34	4	23	-3	14	2	1	24	-4

Five records drawn at random from those above:
SMILES	Pyk2 oligo antag	Rev-RRE block	F-actin modifier	PTPN22 inh 2	PLK1 PBD inh	PTPN22 act	FAK inh	PLK1 kinase inh	EphB4 antag
CC(=O)c1cnn(-c2cc(Oc3cccc(C)c3)ncn2)c1C	0.33	7	-25	7	-1	-4	-1	-11	0
Oc1ccccc1-c1nnc(COc2ccccc2)o1	·	5	-2	4	-34	-4	1	-9	0
O=C(Nc1nc(=O)c2ccccc2s1)c1ccc(F)cc1	-0.27	8	2	1	0	-6	-3	-371	1
CCN(CC(=O)NC)S(=O)(=O)c1ccc(C)cc1	-0.15	5	4	1	6	-4	-3	-12	6
O=C1CN(C(=O)c2cnccn2)c2ccccc2N1	-0.45	6	5	7	5	-9	-2	-6	-9

The listing continues:
SMILES	Pyk2 oligo antag	Rev-RRE block	F-actin modifier	PTPN22 inh 2	PLK1 PBD inh	PTPN22 act	FAK inh	PLK1 kinase inh	EphB4 antag
COc1ccccc1-c1cc(C(=O)NCc2ccco2)no1	-1	3	12	-1	-16	0	1	9	-5
CCc1cccc(NC(=O)CSC2=NS(=O)(=O)c3ccccc32)c1	·	11	12	8	1	-9	1	-6	1
COc1ccccc1OCCOCCn1cnc2ccccc2c1=O	1.1	2	-5	-9	10	5	1	-1	-1
COCCn1c(Cc2ccccc2)nnc1SCC(=O)N(C)C	0.07	7	-3	2	17	-4	6	-18	3
C=CCN=C(CC)C1=C(O)CCCC1=O	0.52	8	9	6	-8	-7	-2	-17	0
C=CCC1(O)C(=O)Nc2ccccc21 (stereo not given)	-0.19	4	0	-14	-2	11	-1	-1	-8
Cc1nn(C)c(C)c1NC(=O)CSc1nc(C2CC2)nc2c1cnn2-c1ccccc1	0.29	2	-9	-2	8	4	0	-9	5
CN(C)c1ccc(/C=C/C=C2/SC(=S)N(c3ccccc3)C2=O)cc1	-3*	i[fluorescence artefact?]	-23	-38	-16	40*	-8	-8	-11
Cc1ccccc1NC(=O)c1cc(N)ccc1N1CCCCC1	-1	-1	-4	5	5	-5	0	-10	-5
CN(C)S(=O)(=O)Nc1ccc(NS(=O)(=O)N(C)C)c(S(=O)(=O)c2ccccc2)c1	-0.04	3	4	11	-15	-12	-3	-16	2
O=C(CSc1ncn[nH]1)Nc1nc(-c2ccccc2)ns1	0.07	4	-6	0	12	0	-1	-8	-4
COc1ccc(/C=C/c2ccncc2)cc1OC	2.5	8	-2	7	6	-6	-1	-4	7
COc1ccc2nc(N3CCC(C)CC3)c(C#N)cc2c1	0.64	27	11	2	3	1	-5	-8	-2
Cn1c(=O)c2c(nc(N3CCCCCC3)n2CC(=O)c2ccccc2)n(C)c1=O	0.69	5	15	-8	11	8	-4	-9	-10
CCC(=O)NCCc1nc2cc(NC(=O)c3ccccc3OC)ccc2n1C	0.47	6	-4	3	3	0	2	-14	-1
Cc1ccccc1Nc1nc(-c2sc(NC(=O)c3ccccc3)nc2C)cs1	·	9	-2	7	-13	-4	-2	0	3
Cc1nc2ccc(S(=O)(=O)N(C)CC(=O)N3CCc4ccccc4C3)cc2s1	0.91	6	-20	-18	-12	17	0	5	-2
C/C(=N\Nc1ccc(F)cc1F)c1ccc(F)cc1	·	7	-21	5	15	-2	-2	-11	3
CCOC(=O)Nc1ccc2c(c1)N(C(=O)CCN1CCN3CCCC3C1)c1ccccc1CC2 (stereo not given)	0.69	1	8	-13	-26	11	-1	-15	7
CCC(C)(C)n1nnnc1C(c1ccncc1)N1CCC(Cc2ccccc2)CC1 (stereo not given)	-3.1*	0	-23	-6	11	8	3	-4	1
Cc1cccc(C)c1NC(=O)c1sccc1SCc1cccc(C(F)(F)F)c1	-1.6	8	4	13	4	-10	-4	-7	-1
Cc1cc2cc(CCNS(C)(=O)=O)c(=O)[nH]c2cc1C	-0.22	5	·	-2	-14	-1	3	-6	3
CCOC(=O)C(NC(=O)c1ccc(OC)cc1)(Nc1cc(C)on1)C(F)(F)F (stereo not given)	-0.34	-4	1	-5	-14	8	-1	-4	-6
Cc1cc(N/C=C\C(=O)c2ccc(Cl)c(Cl)c2)no1	0.64	7	12	0	-1	2	1	-9	-2
CN1CC[n+]2cnc3ccccc3c21	1.4	11	·	13	-24	-9	5	-8	9
SMILES	Pyk2 oligo antag	Rev-RRE block	F-actin modifier	PTPN22 inh 2	PLK1 PBD inh	PTPN22 act	FAK inh	PLK1 kinase inh	EphB4 antag
CCSc1ccccc1C(=O)n1nnc2ccccc21	0.3	6	-15	2	-8	2	2	1	-3
O=C(Nc1ccon1)c1ccc(S(=O)(=O)N2CCCCCC2)cc1	0.47	-3	0	8	-12	-11	-1	-15	2
CCN(CC)c1ccc(NC(=O)c2cc(Cl)ccc2OC)cc1	-0.76	-1	·	4	-9	-2	3	-2	9
COc1ccc(N(C(=O)c2ccco2)C(C(=O)NC2CCCCC2)c2ccccc2)cc1 (stereo not given)	0.52	-3	0	1	-6	0	-1	-1	0
COc1cc(NC(=O)C2CCCO2)c(C(=O)O)cc1OC (stereo not given)	1.5	9	1	-6	-7	2	3	-9	-2
CCN(c1cccc(C)c1)S(=O)(=O)c1cccc(C(=O)O)c1	1.4	6	·	6	8	-3	0	-5	-1
CCn1c(=O)cc(C(=O)OC)sc1=Nc1ccc(F)c(F)c1	·	12	13	-1	-5	0	0	-3	2
CS(=O)(=O)N(CC(=O)Nc1cccc(Cl)c1Cl)c1ccccc1	-1.2	3	-15	-18	-34	16	1	-13	-1
CCCCS(=O)CC(COCc1ccccc1)OC(=O)CSc1nc(C)cc(C)n1 (stereo not given)	0.9	5	27	-4	-18	5	2	-3	2
Cc1ccc(S(=O)(=O)N2C=CC(C(F)(F)F)=NCC2)cc1	0.39	6	1	11	-15	-9	2	-9	-19
CS(=O)(=O)N1CCc2cc(-c3csc(NC(=O)C(c4ccccc4)c4ccccc4)n3)ccc21	-0.23	8	-1	-10	19	10	0	-4	-12
Cc1ccc2[nH]c(-c3ccccc3)c(CN3CCN(C)CC3)c(=O)c2c1	0.67	5	-6	3	-19	-6	2	-5	-4
CCOc1cc(C(=O)Nc2cnccn2)cc(OCC)c1OCC	-0.3	1	0	-16	17	9	-1	-7	2
O=C1c2ccccc2-c2nccnc21	0.02	8	-1	2	30	-2	-1	-2	4
C=CCNC(=S)NNC(=O)c1cccn(Cc2ccc(Cl)cc2)c1=O	0.22	1	-19	53*	-5	-52	-1	-3	-1
COc1ccc(-n2nc([N+](=O)[O-])c(=NCCc3ccc(Cl)cc3)n2O)cc1	-0.58	4	15	4	4	0	-5	2	-3
CCOC(=O)C1CCN(C2CC(=O)N(c3ccc(OCC)cc3)C2=O)CC1 (stereo not given)	-0.19	1	10	-9	3	4	1	-6	-5
CCCCC(=O)NC(Nc1nc(C2CC2)cs1)(C(=O)OCC)C(F)(F)F (stereo not given)	-0.14	2	4	-5	4	2	0	-4	6
N#CCn1nnc(-c2ccc3c(c2)OCO3)n1	1.8	11	38	-8	-17	7	5	6	0
CCOc1cc(C=O)c(Br)cc1OC1CCCC1	-0.07	12	-10	13	-17	-11	2	-29	-8
O=C(Cn1cnc2c(nnn2-c2ccc(F)cc2)c1=O)NCc1ccco1	1.8	6	4	9	-19	-12	4	-10	3
O=C(CSc1ccc(C(F)(F)F)cc1[N+](=O)[O-])Nc1ccccc1	-0.18	8	11	2	15	3	10	-7	2
O=S(=O)(c1ccc2nc(Cc3ccccc3)[nH]c2c1)N1CCOCC1	-1	-4	30	-12	-14	8	-7	-9	2
N#CC(c1ccc(Cl)nn1)c1ccccc1Cl (stereo not given)	-0.7	8	7	1	-17	0	0	-2	1
CCCCC1CC(/C(C)=N/NC(N)=O)OC1=O (stereo not given)	-0.08	5	-3	7	2	-5	-1	-8	1
